# BCR signal inh: qHTS Assay to Find Inhibitors of Chronic Active B-Cell Receptor Signaling. ABC-DLBCL IkBa-CBG/CBR reporter, luminescence ratio, 4 h. Potency, µM (doses to about 46.1 µM), for inactives: at the top dose ratio change, negative = lower green/red ratio, actives largely listed as inhibitors. actives 0.05% (n = 340,000); active = well fitted inhibition curve with a large enough effect in the signal ratio, with a control signal flat, not every such curve was filed as active; inconclusive = small, poorly fitted or top-dose-only effect, or effect the other way, or a change in a side signal; the % refers to the signal ratio;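 also: potency is read from the fitted curve at half-maximal effect; plate controls were basal doxycycline-induced cells for no effect and cells given 10 µM MG132 for full effect; MG132 reads +100%, hits lower the ratio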
#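 Doxycycline induced both beetle luciferases in TMD8 lymphoma cells; IKK-driven degradation limits the IkappaBalpha-fused green signal, while red luminescence normalises for cell number and nonspecific effects. Compounds tested up to 46 uM, 4 hrs.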
# USP2a inh: qHTS Assay for Inhibitors of Ubiquitin-specific Protease USP2a Using CHOP2 as the Reporter. Ubiquitin carboxyl-terminal hydrolase 2 (Homo sapiens), O75604. USP2 core, Ub-CHOP2 coupled fluorogenic reporter, 485/531. Potency, µM (top dose mostly 38.3 µM), without a hit: at the top dose activity change, negative = inhibition, hits mostly inhibitors. actives 0.01% (n = 330,000). AID 463254, 2010;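 also: potency is read from the fitted curve at half-maximal effect; plate controls were DMSO wells for no effect and full inhibition by NEM control for full effect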
#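 USP2 core (10nM final) preincubated 30min RT with compound in 20mM Tris-HCl pH 8.0, 2mM CaCl2, 2mM beta-mercaptoethanol, 0.05% CHAPS; 25nM Ub-CHOP2 plus 25nM reporter substrate added, fluorescence (Ex485/Em531) read after 60min.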
# Menin MLL FP TR: qHTS Assay for Inhibitors Targeting the Menin-MLL Interaction in MLL Related Leukemias: Competition With Texas Red Labeled MLL-derived Mutant Peptide. Potency, µM (titrated, usually from 61.6 µM), inactives show at the top dose FP activity change, negative = inhibition, most hits filed as inhibitors. O00255. Menin + Texas Red MLL mutant peptide, fluorescence polarization. actives 0.23% (n = 270,000); active = well fitted inhibition curve with a large enough effect in the polarisation, with a control signal flat, not every such curve was filed as active; inconclusive = small, poorly fitted or top-dose-only effect, or effect the other way, or a change in a side signal; inactive = no such curve, though single readings can be large or run the other way; the % refers to the polarisation; also: potency is read from the fitted curve at half-maximal effect; % of control where 0% means no effect; many of its hits are not listed in these tables
# Eya2 phos inh: qHTS Assay for Inhibitors of the Phosphatase Activity of Eya2; Protein phosphatase EYA2 (Homo sapiens), O00167; recombinant Eya2, OMFP fluorescence dephosphorylation (OMFP is methylfluorescein phosphate); Potency, µM (series often up to 76.9 µM), inactives show at the highest dose activity, negative = inhibition, most hits filed as inhibitors; actives 0.006% (n = 330,000); AID 488837, 2010; also: potency is read from the fitted curve at half-maximal effect; % is scaled to controls: 0 for no effect and ±100 for the full control effect
#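 Eya2 protein (added as 0.2 uM solution) was preincubated with compound for 10 min at ambient temperature in 50 mM HEPES pH 7.5, 50 mM NaCl, 5 uM MgCl2, 0.05% BSA, 1 mM DTT. OMFP (added at 50 uM) then reacted 10 min; fluorescence read at 485/525 nm.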
# S-ASM inh: Inhibitors of Secretory Acid Sphingomyelinase (S-ASM): qHTS; Sphingomyelin phosphodiesterase (Homo sapiens), P17405; placental ASM, HMU-PC fluorogenic substrate, 60 min; Potency, µM (highest dose often 57.5 µM), without a hit: at the top dose activity change, negative = inhibition, usual class: inhibitors; actives 0.006% (n = 340,000); also: potency is read from the fitted curve at half-maximal effect
#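 Human placenta-derived ASM preincubated with compound 10 min at room temperature, then reacted with 9 uM (final) fluorogenic HMU-PC substrate for 60 min at 37 C. Stop solution raises pH to 10; fluorescence read at Ex 386/Em 447 nm.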
# TSHR antagonist: Antagonists of the Thyroid Stimulating Hormone Receptor: HTS campaign. actives 0.2% (n = 330,000). TSHR-expressing cells, TSH-stimulated cAMP HTRF, 2 h; hits give low values. activity change, negative = inhibition, % at 11.5 µM. Thyrotropin receptor (Homo sapiens), P16473;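 active = activity change below a set negative limit, meaning inhibition stronger than a set level, cut at about -70% in these data; inconclusive = activity change between two set negative limits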; also: % is scaled to controls: 0 for no effect and ±100 for the full control effect
#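 Antagonism was scored as loss of TSH-driven cAMP in TSHR cells, stimulated with 4nM TSH (EC80) for 2 hours at 37 deg C and detected by homogeneous HTRF competition immunoassay.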
# GALK inhibitor: qHTS Assay for Inhibitors of Human Galactokinase (GALK). P51570. Purified GALK, Kinase-Glo residual ATP luminescence. Potency, µM (doses to about 57.5 µM), without a hit: at the top dose activity change, negative = inhibition, hits mostly inhibitors. actives 0.007% (n = 270,000); also: potency is read from the fitted curve at half-maximal effect; % is scaled to controls: 0 for no effect and ±100 for the full control effect
#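 The enzyme phosphorylates galactose (100 uM) using ATP (35 uM); inhibition is detected as higher residual ATP, quantified by bioluminescence after 1 h reaction at room temperature, pH 8.0.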
# Mito fusion act: qHTS Assay for Small Molecule Inhibitors of Mitochondrial Division or Activators of Mitochondrial Fusion; actives 0.23% (n = 320,000); S. cerevisiae fusion-defective mutant growth rescue, CellTiterGlo 48 h; Potency, µM (series often up to 46.1 µM), without a hit: at the top dose growth rescue (activation), hits mostly activators;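 also: potency is read from the fitted curve at half-maximal effect; % of control where 0% means no effect; nearly all actives have a fitted effect of over 45% in size; temperature-sensitive fusion mutants such as fzo1-1 at 37 °C on non-fermentable ethanol glycerol medium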
#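 Growth-rescue viability read-out: after 48 h at the non-permissive 37C in glycerol/ethanol YPEG, yeast mitochondrial fusion mutants are measured by CellTiterGlo luminescence; compounds (23 nl pinned per well) restoring growth score as division inhibitors or fusion activators.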
# MBNL1 CUG block: qHTS Assay for Inhibitors of MBNL1-poly(CUG) RNA binding. Muscleblind-like protein 1 (Homo sapiens), Q9NR56. actives 0.036% (n = 280,000). TR-FRET MBNL1-His/biotin-(CUG)12 binding, 665/545 ratio. Potency, µM (highest dose often 57.5 µM), inactives show top-dose activity change, negative = inhibition, usual class: inhibitors; active = well fitted inhibition curve with a large enough effect in the signal ratio, with a control signal flat, not every such curve was filed as active; inconclusive = small, poorly fitted or top-dose-only effect, or effect the other way, or a change in a side signal; inactive = no such curve, though single readings can be large or run the other way; the % refers to the signal ratio; also: potency is read from the fitted curve at half-maximal effect; % is scaled to controls: 0 for no effect and ±100 for the full control effect
# Target sequence (Q9NR56 whole entry, looked up): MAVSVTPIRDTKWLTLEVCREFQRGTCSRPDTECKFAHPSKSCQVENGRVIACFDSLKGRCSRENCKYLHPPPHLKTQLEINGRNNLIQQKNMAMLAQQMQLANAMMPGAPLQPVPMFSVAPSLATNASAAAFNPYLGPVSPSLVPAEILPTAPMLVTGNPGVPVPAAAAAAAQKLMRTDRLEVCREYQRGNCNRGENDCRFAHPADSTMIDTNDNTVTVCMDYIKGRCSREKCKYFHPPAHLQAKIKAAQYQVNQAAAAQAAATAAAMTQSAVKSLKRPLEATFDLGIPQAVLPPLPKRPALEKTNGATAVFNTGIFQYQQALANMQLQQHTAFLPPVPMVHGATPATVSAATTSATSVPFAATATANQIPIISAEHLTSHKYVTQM
#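 His-tagged MBNL1 binding to biotinylated (CUG)12 RNA was measured by TR-FRET using terbium anti-His antibody (0.055 ng/ul final) and streptavidin-XL665 (5 nM final). Compounds were titrated 92 nM to 58 uM; 60 min at room temperature.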
# hERG WT inh: qHTS for Inhibitors of KCHN2 3.1: Wildtype qHTS; activity change, % at 1.84 µM; AID 720551, 2013; actives 0.37% (n = 340,000); Voltage-gated inwardly rectifying potassium channel KCNH2 (Homo sapiens), Q12809; U2OS, BacMam KCNH2, thallium flux FluxOr; hits give low values;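 active = maximum activity change below -70%; inconclusive = maximum activity change between -70% and -50%; inactive = maximum activity change above -50%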; also: % is scaled to controls: 0 for no effect and ±100 for the full control effect
#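 U2OS cells were transduced with wild-type KCNH2 virus (2.03 x 10^8 / mL) for 4 h at room temperature, then cultured overnight at 37 C. Thallium flux was read with FluxOr dye. Rate constants were normalized to DMSO controls.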
# PKM2 act: qHTS Assay for Activators of Human Muscle isoform 2 Pyruvate Kinase | Pyruvate kinase PKM (Homo sapiens), P14618 | purified PKM2, Kinase-Glo ATP luminescence, activation; response scale: 0% is enzyme alone, no compound | Potency, µM (highest dose often 57.5 µM), without a hit: top-dose activation, actives largely listed as activators | actives 0.34% (n = 260,000) | AID 1631, 2009; also: potency is read from the fitted curve at half-maximal effect; % is scaled to controls: 0 for no effect and ±100 for the full control effect; nearly all actives have a fitted effect of over 55% in size
# Target sequence (P14618 whole entry, looked up, canonical isoform): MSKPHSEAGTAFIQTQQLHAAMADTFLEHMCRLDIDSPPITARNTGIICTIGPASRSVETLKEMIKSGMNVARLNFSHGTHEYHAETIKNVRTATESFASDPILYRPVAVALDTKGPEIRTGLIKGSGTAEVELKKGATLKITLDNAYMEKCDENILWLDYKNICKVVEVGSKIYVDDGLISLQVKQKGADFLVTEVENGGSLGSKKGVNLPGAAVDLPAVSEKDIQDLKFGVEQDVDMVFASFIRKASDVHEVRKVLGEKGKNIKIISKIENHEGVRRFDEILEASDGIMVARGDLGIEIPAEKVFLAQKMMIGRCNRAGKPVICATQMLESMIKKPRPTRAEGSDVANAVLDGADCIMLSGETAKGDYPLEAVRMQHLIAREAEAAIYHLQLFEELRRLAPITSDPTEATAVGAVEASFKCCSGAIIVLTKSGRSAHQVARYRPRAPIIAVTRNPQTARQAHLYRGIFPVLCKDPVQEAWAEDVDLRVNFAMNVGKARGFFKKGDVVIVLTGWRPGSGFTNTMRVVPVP
#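 ATP formation by purified human PK-M2, quantified via coupled luciferase luminescence after 1 h at room temperature with 0.1 mM ADP and 0.5 mM PEP final.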
# * marks the source's active call; other numbers are inactive results; ? = inconclusive; . = no result given; & = joins results of further samples; [ ] = remark or other dose. Unless noted, calls follow the shape of the dose curve; as a rule, active = well fitted curve in the direction sought with a large enough effect; inconclusive = small, poorly fitted or top-dose-only effect, or another doubt; inactive = no such curve, though single readings can be large; an effect the other way counts as inactive or inconclusive. Only part of the results is shown, so the mix of outcomes need not match the whole.
SMILES,BCR signal inh,USP2a inh,Menin MLL FP TR,Eya2 phos inh,S-ASM inh,TSHR antagonist,GALK inhibitor,Mito fusion act,MBNL1 CUG block,hERG WT inh,PKM2 act
COc1ccc(N(CC(=O)NCCC2=CCCCC2)S(=O)(=O)c2ccccc2F)cc1,?,-7.5%,.,-0.4%,3.2%,13.2,-4.6%,?,-4.1%,-2.5,1.3%
COc1ccc(C(=O)OCC(=O)Nc2cc(C)on2)c(OC)c1OC,?,7.0%,-5.5%,10.4%,-1.9%,1.9,0.9%,6.3%,-1.6%,-4.9,0.1%
Cc1ccc(C(=O)NC(Cc2ccccc2C(F)(F)F)C(=O)O)cc1 (configuration not stated),7.8%,-0.8%,.,3.7%,8.1%,-2.3,.,.,.,-2.1,.
CCCOc1ccc(C(C)=O)cc1CC(C(N)=O)C(N)=O,0.5%,2.7%,-2.1%,8.8%,-0.4%,-3.4,1.7%,-3.1%,3.5%,-8.2,-0.7%
N/C(=N\OC(=O)COc1ccccc1)c1ccncc1,-9.7%,8.1%,.,13.6%,-1.3%,13.6,-1.5%,1.2%,-1.7%,-2.1,4.6%
CCN(CC)S(=O)(=O)c1ccc(C)c(NC(=O)COC(=O)CNC(=O)c2ccc(C(C)(C)C)cc2)c1,?,0.8%,-0.3%,-7.8%,-3.7%,1.7,0.4%,-4.0%,-0.9%,-2.4,1.8%
CCc1ccc(NC(=O)CN(CC(=O)Nc2ccc(CC)cc2)CC(C)O)cc1 (configuration not stated),?,-7.7%,18.3%,-18.9%,-17.7%,26.3,0.7%,1.6%,-10.4%,-1.9,.
Cc1nn(CCC#N)c(NC(=O)c2ccccc2)c1P(=O)(Nc1ccc(Br)cc1)N1CCOCC1 (configuration not stated),15.2%,0.0%,6.1%,1.9%,-2.5%,14.0,6.1%,-3.6%,0.4%,0.9,16.7%
S=C(Nc1ccc(Cl)cc1)NC1CC2CCC(C1)N2Cc1ccccc1 (configuration not stated),0.2%,0.2%,-2.2%,2.4%,3.2%,8.8,1.7%,?,5.5%,-37.0,5.0%
Cc1ccc(C(=O)CSc2cc(C)nc(SCC(=O)c3ccccc3)n2)cc1,19.9%,-1.5%,.,3.5%,-0.8%,-26.5,1.2%,3.0%,-2.8%,-13.9,-4.3%
O=C(N[C@@H]1C/C=C\C[C@@H](CC(=O)N(CCO)Cc2ccccc2)C(=O)N[C@@H](c2ccccc2)COC1=O)OCC1c2ccccc2-c2ccccc21,1.0%,0.6%,.,-22.0%,-2.8%,-5.7,.,.,.,-8.1,.
Cc1ccc(C)c(NC(=O)CSc2nnc(C3CCCCC3)o2)c1,-2.1%,1.1%,-7.8%,-0.5%,7.1%,-7.9,0.3%,7.4%,-1.4%,1.3,3.1%
COCCSc1nnc(NC(=O)c2ccc(NC(=O)C(C)C)cc2)s1,7.8%,4.5%,-20.5%,-4.2%,-1.5%,-3.8,-1.4%,-4.4%,-0.1%,1.3,1.4%
COC(=O)c1ccc(NC(=S)N2CCCC2)cc1,1.6%,-0.4%,-3.6%,-3.3%,2.5%,1.7,-1.9%,-9.0%,-6.7%,-17.3,0.5%
Cc1ccc(NC(=O)N2N=C(c3ccc(F)cc3)CC2c2ccc(F)cc2)cc1 (configuration not stated),3.6%,0.0%,-2.0%,5.8%,-5.3%,6.4,1.9%,6.6%,5.2%,-0.9,10.5%
O=C(Nc1ccccc1F)c1ccc(CN2CCc3ccccc3C2)cc1,0.0%,-0.9%,8.3%,-1.9%,-0.5%,-27.4,6.8%,2.1%,-4.0%,7.9,-0.4%
COC(=O)/C(C#N)=C/c1ccc(OC(=O)c2ccccn2)cc1,?,5.1%,6.8%,1.3%,0.6%,0.3,2.0%,-1.9%,?,-2.4,-10.6%
C=CCOc1ccc(/C=N/NC(=O)C(C)Sc2ccccn2)cc1OCC (configuration not stated),5.7%,0.4%,0.6%,-3.9%,2.6%,22.4,1.0%,9.0%,.,-10.8,-13.0%
COc1ccc(N=Nc2cc(C)ccc2O)cc1,?,-0.8%,.,0.1%,-8.2%,-8.5,4.5%,-0.5%,9.5%,-0.3,-14.9%
NC(=O)C1CCN(c2nc(-c3ccccc3-c3ccccc3)cs2)CC1,-29.0%&-10.1%,-5.9%&-3.2%,.,-1.8%&4.1%,-2.8%,-10.9&2.0,.,27.4%,.,.,.
O=C(NCC1CCCC(CNC(=O)N2CCc3ccccc32)C1)N1CCc2ccccc21 (configuration not stated),?,2.3%,-3.4%,12.7%,-2.7%,4.6,-0.4%,7.8%,-8.9%,2.1,4.2%
CC(C)NC(=S)NN=C1CCC(c2ccccc2)CC1 (configuration not stated),3.1%,-0.5%,?,-1.1%,2.2%,-6.3,15.6%,0.7%,2.9%,2.7,-6.7%
O=C(NCc1cccs1)C1CCCN1C(=O)Nc1ccccc1[N+](=O)[O-] (configuration not stated),-6.0%,1.7%,-2.0%,4.3%,-3.1%,21.5,-1.7%,2.9%,?,-10.6,0.5%
CCCCCCc1cc2cc(C(=O)OCC)c(=O)oc2cc1O,0.8%,-0.6%,.,9.4%,.,-5.5,5.2%,?,.,4.3,-7.6%
Cc1cc2oc(=O)cc(CSc3nc(N)cc(N)n3)c2cc1C,-19.0%,0.5%,-1.0%,0.8%,-15.5%,-1.8,-2.0%,-0.4%,4.4%,1.1,2.3%
CN1CCN(C(c2ccc(Br)cc2)c2cc(Cl)c3cccnc3c2O)CC1 (configuration not stated),?,-6.7%,30.1%[activator],-18.5%,-3.4%,7.5,13.9%,?,3.2%,3.7,19.5%
COc1ccc(S(=O)(=O)N2CCCCCC2)cc1C(=O)NC1(C)CCS(=O)(=O)C1 (configuration not stated),-10.1%,-0.5%,.,5.2%,2.0%,-0.5,-3.4%,1.5%,0.6%,4.3,0.9%
Cc1ccc(NC(=O)c2nc[nH]c2C(=O)NCCCCCCNC(=O)c2[nH]cnc2C(=O)Nc2ccc(C)cc2)cc1,1.5%,3.3%,.,-3.1%,-5.6%,3.4,.,.,.,0.8,.
CCOC(=O)c1ccc(NC(=O)CN2C(=O)NC3(CCCCCC3)C2=O)cc1,15.8%,0.9%,0.0%,5.9%,-5.7%,10.2,9.8%,1.5%,0.0%,0.7,-3.5%
Cc1onc(COc2ccccc2O)c1Br,?,-0.2%,-6.8%,0.0%,0.4%,4.4,-5.9%,-0.4%,-4.3%,2.1,1.7%
CCCCOc1ccc(C(=O)NCC2(c3ccc(OC)cc3)CCOCC2)cc1,?,0.0%,0.9%,-6.3%,-6.4%,1.3,.,7.3%,-3.2%,3.9,-0.3%
CCOC(=O)c1cnn(CCOC(=O)c2ccccc2F)c1NC(=O)c1ccccc1F,0.0%,3.6%,0.5%,5.7%,2.2%,7.6,0.7%,-1.8%,.,-1.6,-3.2%
OC(CN1CCN(c2cccc(Cl)c2)CC1)c1ccc(F)cc1 (configuration not stated),-1.3%,-0.7%,-24.9%,-9.7%,4.1%,-7.0,-3.6%,-20.1%,-0.6%,35.0,.
O=C(CCc1ccccc1)Nc1ccc(N2CCOCC2)c(Cl)c1,?,5.2%,7.7%,-5.4%,3.0%,-8.9,0.4%,-3.9%,?,-11.6,-2.1%

# Screens as filed in PubChem BioAssay.
